Screening data: PubChem BioAssay, several laboratories
M18AAP inhibitor = PfM18AAP enzyme inhibition | recombinant PfM18AAP, H-Glu-NHMec fluorogenic cleavage | inhibition, % at 7.35 µM | hit rate 1.2% among 290,000;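 active = inhibition above the campaign mean inhibition over all tested compounds plus 3 SD, cut at about 28% in these data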;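 also: 0% = plate median of test compound wells and 100% = 2 mM ZnCl2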
UBC9 SUMO inh = blocks human SUMOylation mediated by UBC9. hit rate 0.36% among 290,000. P63279. HTRF SUMOylation assay, SAE1/SAE2 + UBC9, in vitro. inhibition, % at 35 µM; in the data active = inhibition above about 50%, passing the limit was not always enough; also: strong numbers were not always called active
Target sequence (P63279 whole entry, looked up): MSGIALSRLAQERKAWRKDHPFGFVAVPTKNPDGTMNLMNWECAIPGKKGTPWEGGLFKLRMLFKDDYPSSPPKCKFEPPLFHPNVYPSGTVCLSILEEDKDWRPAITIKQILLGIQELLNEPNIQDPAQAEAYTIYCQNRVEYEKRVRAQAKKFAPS
MEKK2wt PB1 HTS = raises or lowers MEK5 binding to wildtype human MEKK2 PB1 domain; bead flow cytometry, Alexa488-MEK5 binding to MEKK2 WT; actives lie on both sides; hit rate 1.1% among 290,000; binding response (% of control), % at 10 µM; in the data active = binding response below about 67% or above about 130%
FID counter = fluorescent intercalator displacement, NS3 helicase counter-screen. inhibition, % at 7.9 µM. hit rate 0.17% among 290,000. DNA fluorescent intercalator displacement, fluorescence; in the data active = inhibition above about 37%;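 also: 0% = vehicle and 100% = reference compound; higher means more ethidium bromide displaced from hairpin DNA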
IMP-1 inh = blocks Pseudomonas aeruginosa IMP-1 metallo-beta-lactamase; purified IMP-1, nitrocefin hydrolysis, epi-absorbance fluorescence; inhibition, % at 5.6 µM; hit rate 0.45% among 290,000; AID 1556;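 active = inhibition above the mean plus 3 SD of all compounds in the same screening run, cut at about 4.5% in these data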;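 also: 0% = IMP-1 with DMSO and 100% = DMSO wells lacking enzyme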
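Test system: recombinant IMP-1 enzyme, purified / Medium: HEPES buffer pH 7.1 with ZnSO4 and Brij 35 / Doses: single dose, 5.6 µM / Times: 25 °C, 15 min preincubation, 25 min reaction / Detection: Epi-absorbance via hydrolysed-nitrocefin quenching of white-plate fluorescence, 480/530 nm, EDTA stop / Evaluation: percent inhibition from optical density relative to buffer-blank wells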
HCV NS3 hel inh = inhibitors of Hepatitis C virus NS3 helicase. NS3 helicase DNA unwinding, Cy5 molecular beacon fluorescence. inhibition, % at 10.9 µM. hit rate 0.56% among 290,000. AID 1800;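 active = inhibition above the mean of all tested compounds plus 3 SD, set per campaign, cut at about 35% in these data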;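 also: 0% = DMSO wells and 100% = thioflavine S control wells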
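test system = hepatitis C virus NS3 helicase domain fragment enzyme | reagent = annealed dual-labelled DNA beacon duplex, ATP-started | times = 1 h at 25 °C | detection = Cy5 fluorescence, 0 and 60 min reads | read-out basis = percent inhibition from t60/t0 fluorescence ratio | control set = DMSO and thioflavine S | replication = one well per compound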
VIM-2 inh = blocks Pseudomonas aeruginosa VIM-2 metallo-beta-lactamase | inhibition, % at 5.6 µM | AID 1527 | purified VIM-2, nitrocefin hydrolysis, epi-absorbance fluorescence | hit rate 0.89% among 290,000;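 active = inhibition above the mean of all tested compounds plus 3 SD, cutoff set per screening run, cut at about 7.5% in these data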;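 also: red hydrolysis product quenches plate fluorescence so inhibitors raise well fluorescence; 0% = enzyme with DMSO and 100% = DMSO without enzyme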
MEKK2 mut-MEK5 = signal of MEK5 binding to mutant human MEKK2 PB1 domain; bead flow cytometry, Alexa488-MEK5 binding to MEKK2 mutant; percent response, % at 10 µM; hit rate 0.35% among 290,000; AID 1530; in the data active = percent response above about 24%, passing the limit was not always enough; also: inactives centre near 1; some results filed as inactive read as strong as hits
NALP1 yeast inh = blocks the NALP1 inflammasome reconstituted in yeast; S. cerevisiae NALP1/ASC/caspase-1 growth, X-gal OD620, 72 h; inhibition, % at 10 µM; hit rate 0.61% among 280,000; in the data active = inhibition mostly above about 24%, no sharp cut-off; inactive = mostly below about 32%; also: some compounds called inactive have numbers as strong as hits
Active calls of the source: *; / = no result given.

molecule,M18AAP inhibitor,UBC9 SUMO inh,MEKK2wt PB1 HTS,FID counter,IMP-1 inh,HCV NS3 hel inh,VIM-2 inh,MEKK2 mut-MEK5,NALP1 yeast inh
CCNS(=O)(=O)c1ccc(NC(=O)c2ccccc2OCC)cc1,6.5,15.3,100.0,-8.4,-1.9,8.0,-0.6,-2.0,6.3
COc1cc(C(=O)NC(=S)Nc2cccc(-c3cc4ccccc4oc3=O)c2)cc(OC)c1OC,-10.1,-23.3,97.0,-6.7,-0.1,0.1,-3.5,6.0,7.5
CCn1c(SCC(=O)Nc2ccc(NC(C)=O)cc2)nc2c([nH]c3ccccc32)c1=O,4.2,14.3,84.0,-10.9,-1.2,-1.9,0.8,-5.0,26.5
CC(C)(C)C(=O)NC1CC2CCCC(C1)N2C(=O)Nc1ccc(Cl)cc1 (stereo not drawn),9.1,14.6,108.0,-16.5,-1.7,3.4,-2.5,11.0,19.9
Cc1cc(C)nc(SCC(=O)N2CCCCC2)n1,-4.9,-11.3,-2.0*,-5.1,-0.1,8.3,-3.0,14.0,17.2
CC(=O)Nc1ccc(C(=O)N(C)c2ccccc2)cc1,8.3,11.1,96.0,-18.4,-2.6,6.3,-1.3,-3.0,8.3
Cc1ccc(-c2nc3ccccc3s2)cc1S(=O)(=O)N1CCCC1,6.9,-5.7,95.0,-7.7,1.2,-0.9,-1.9,0.0,15.6
CN(C1CCS(=O)(=O)C1)S(=O)(=O)c1cccc2nsnc12 (stereo not drawn),-0.4,10.4,111.0,-1.3,-0.3,-4.1,-1.1,5.0,7.8
COc1ccc(-n2c(O)c(/C=N/NS(=O)(=O)c3ccc(C)c([N+](=O)[O-])c3)c3ccccc3c2=O)cc1OC,11.0,27.1,97.0,-2.6,-2.6,9.8,-2.5,2.0,-5.8
CCOCC(=O)Nc1sc2c(c1C(=O)OCC)CCCC2,0.7,16.6,/,-11.4,-2.1,-5.5,-1.2,/,-33.5
CC(C)(C)OC(=O)NCCCCCNC(=O)c1[nH]cnc1C(=O)N[C@@H](CCCCNC(=O)OC(C)(C)C)C(=O)OC(C)(C)C,9.3,-22.8,94.0,-47.9,-3.1,-16.5,-3.6,1.0,1.2
O=C1NC2(CCCCC2)Oc2ccccc21,-4.5,-3.1,103.0,4.1,-1.4,4.9,-3.3,4.0,-14.8
Cc1c(NC(=O)CN2C(=O)C3C4C=CC(C4)C3C2=O)c(=O)n(-c2ccccc2)n1C (stereo not drawn),-30.6,18.0,88.0,2.1,-5.0,4.2,-2.9,-13.0,4.1
O=C(N/N=C/c1ccc(OC(F)F)cc1OC(F)F)c1ccc(Br)cc1,-0.2,-29.7,101.0,-6.7,-1.9,-7.5,-0.6,0.0,23.7
COc1ccccc1CNC(=O)c1sccc1-c1ccccc1,-13.3,2.2,102.0,-30.1,-3.3,-8.8,-0.3,-2.0,14.0
Clc1ccc(OCc2nn3c(-c4ccco4)nnc3s2)cc1,-5.7,3.4,97.0,-3.9,-2.5,-0.6,-0.5,-2.0,-0.3
CCN(CC)c1ccc(/C=N/N2CCOCC2)c(O)c1,11.7,5.3,70.0,-3.0,-5.5,2.8,-0.8,-2.0,34.5
COc1cccc(C(=O)NC23CC4CC(CC(C4)C2)C3)c1,0.3,2.7,111.0,-18.5,-2.4,8.4,-2.7,2.0,18.6
O=C(O)c1ccccc1C(=O)NCc1ccc2c(c1)OCO2,2.2,-2.7,103.0,12.9,-0.6,7.2,0.8,-5.0,30.1
COCCNC(=S)N(CCc1c(C)[nH]c2ccc(F)cc12)Cc1cccs1,-12.0,-55.3,83.0,-17.6,-0.7,-13.1,1.2,-11.0,19.1
COc1ccccc1CNC(=O)C1CCN(S(=O)(=O)c2ccc3c(c2)NC(=O)CO3)CC1,13.4,6.8,88.0,-38.6,1.0,21.5,-0.6,-10.0,-8.9
COc1ccc(C2=NOC(C(=O)Nc3ccc(C)cc3)C2)cc1OC (stereo not drawn),-2.5,-1.3,88.0,-17.1,-1.5,3.7,-1.2,-12.0,-3.5
CN(C)CCCn1c(NC(=O)C2CCCCC2)nc2ccccc21,1.6,16.1,91.0,7.7,-3.2,-3.3,-2.5,-11.0,-2.3
C=CCNC(C(=O)Nc1cccc(OC)c1)c1ccccc1 (stereo not drawn),-1.0,1.1,80.0,-5.5,0.9,-14.4,-0.6,-11.0,-1.9
Cc1ccc(NS(=O)(=O)c2ccccc2)c2c1CC(C)(C)O2,5.8,21.0,111.0,-13.8,-3.1,-2.2,-2.6,8.0,-12.5
Cc1ccc(CC2S/C(=C(/C#N)C(=O)NCc3ccco3)N(c3ccccc3)C2=O)cc1 (stereo not drawn),7.4,21.7,89.0,-34.0,-0.3,10.6,-2.0,-9.0,26.0
O=C(NCC1CCCO1)C1CCN(S(=O)(=O)c2cccc3nonc23)CC1 (stereo not drawn),8.7,9.9,103.0,-4.2,-3.6,15.8,-1.7,5.0,22.3
Cc1ccc(-n2cnn(-c3ccc([N+](=O)[O-])cc3[N+](=O)[O-])c2=O)cc1,6.1,-18.3,102.0,-2.5,-1.0,12.0,-2.4,3.0,-1.4
COc1ccc(CSc2nnc(NC(C)=O)s2)cc1[N+](=O)[O-],1.5,5.5,96.0,0.0,-6.1,-2.1,-0.2,-3.0,7.1
COc1ccc2nc(SCC(=O)Nc3ccccc3C)[nH]c2c1,-5.0,26.3,101.0,-2.4,-0.7,-1.8,-0.6,6.0,7.1
CC1CCCCN1C(=O)Nc1ccccc1Cl (stereo not drawn),-5.9,-10.9,84.0,4.8,-0.1,10.2,-0.4,-9.0,5.1
COc1ccc(-c2csc3ncn(-c4cccc(C)c4)c(=O)c23)cc1OC,2.2,2.4,101.0,-29.4,-3.9,1.8,-2.0,2.0,-1.6

Full records from above. Order of screens: M18AAP inhibitor | UBC9 SUMO inh | MEKK2wt PB1 HTS | FID counter | IMP-1 inh | HCV NS3 hel inh | VIM-2 inh | MEKK2 mut-MEK5 | NALP1 yeast inh
COc1ccc(CSc2nnc(NC(C)=O)s2)cc1[N+](=O)[O-] reads 1.5 | 5.5 | 96.0 | 0.0 | -6.1 | -2.1 | -0.2 | -3.0 | 7.1
COc1ccc(-c2csc3ncn(-c4cccc(C)c4)c(=O)c23)cc1OC reads 2.2 | 2.4 | 101.0 | -29.4 | -3.9 | 1.8 | -2.0 | 2.0 | -1.6

Next entries
molecule,M18AAP inhibitor,UBC9 SUMO inh,MEKK2wt PB1 HTS,FID counter,IMP-1 inh,HCV NS3 hel inh,VIM-2 inh,MEKK2 mut-MEK5,NALP1 yeast inh
CCCCn1nc2cc(C(=O)NCC3CC3)ccc2c1OCC,-1.4,22.4,103.0,-12.8,-2.1,2.5,-1.1,4.0,-1.1
CCOC(=O)c1c(C)[nH]sc1=S,10.0,-9.8,/,0.6,-2.5,-2.5,-2.5,/,14.5
CCc1ccccc1-n1ncc(C(=O)Nc2ccccc2OC)c1C,2.1,-0.8,103.0,-34.3,0.3,-7.3,2.1,1.0,12.0
COc1cccc(OC)c1OCCOCCn1cnc2ccccc2c1=O,-4.4,11.9,105.0,-19.2,-4.8,-5.8,-3.4,2.0,11.2
Cc1ccc(NC(=O)N2CCCn3c(SCC(=O)c4ccccc4)nnc32)cc1,5.0,1.3,101.0,-0.4,-0.7,-6.0,-1.7,3.0,6.2
COc1ccc(NC(=O)C(c2ccc(C)cc2)N(C)C(=O)c2cnccn2)cc1 (stereo not drawn),-5.8,2.2,96.0,-24.4,-1.3,1.8,1.0,2.0,6.6
CC(=O)NC(CCCN1C(=O)c2ccccc2C1=O)c1nnn(C)n1 (stereo not drawn),-2.0,-5.5,106.0,-2.6,-2.0,7.3,-3.3,1.0,37.9
Cc1ccc(S(=O)(=O)Oc2ccc3ccc(O)cc3c2)cc1,3.2,-4.6,98.0,-2.4,-3.4,18.4,-1.0,4.0,2.3

Quoted from the listing:
CCCCn1nc2cc(C(=O)NCC3CC3)ccc2c1OCC in VIM-2 inh is entered as -1.1
CCOC(=O)c1c(C)[nH]sc1=S in NALP1 yeast inh is entered as 14.5

Marked active in MEKK2wt PB1 HTS (from the list above):
canonical_smiles	M18AAP inhibitor	UBC9 SUMO inh	MEKK2wt PB1 HTS	IMP-1 inh	HCV NS3 hel inh	VIM-2 inh	MEKK2 mut-MEK5	NALP1 yeast inh
Cc1cc(C)nc(SCC(=O)N2CCCCC2)n1	-4.9	-11.3	-2.0*	-0.1	8.3	-3.0	14.0	17.2

(next part)
molecule,M18AAP inhibitor,UBC9 SUMO inh,MEKK2wt PB1 HTS,FID counter,IMP-1 inh,HCV NS3 hel inh,VIM-2 inh,MEKK2 mut-MEK5,NALP1 yeast inh
CCOC(=O)N1CCN(S(=O)(=O)c2ccc(C)cc2)C1,0.2,0.1,88.0,-2.7,-1.1,7.1,-1.2,-5.0,13.2
CC(C)CCNC(=O)C1CCN(S(=O)(=O)c2ccc3nc4c(c(C(=O)O)c3c2)CCCCC4)CC1,-3.2,-7.2,103.0,-45.3,-1.1,-13.6,-1.9,1.0,16.3
CCn1cc(CN2CCC(n3nccc3NC(=O)c3cccc(F)c3)CC2)c(C)n1,-4.5,0.4,105.0,1.2,-0.4,-6.5,-0.8,-3.0,5.1
COc1ccc(CCNC(=O)c2cnc(Cl)c(Cl)c2)cc1,-1.2,12.9,107.0,-11.8,-2.2,-4.6,-1.4,17.0,11.3
Cc1ccc(S(=O)(=O)c2cc3c(=O)n4ccccc4nc3n(C)c2=N)cc1,-18.9,8.8,/,9.3,-0.1,-4.1,2.5,/,14.8
